Compound activity as filed in PubChem BioAssay.
14-3-3 PPI: modulators of 14-3-3 gamma protein binding, primary screen, biochemical, fluorescence polarization; 14-3-3 protein gamma (Homo sapiens), P61981; FP, 14-3-3gamma / TMR-pS259-Raf peptide binding; inhibition, % at 40 µM; 160,000 tested, 0.19% active; AID 422, 2006; in the data active = inhibition above about 30%;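 note: 0% = protein plus tracer without compound and 100% = blank with tracer alone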
Target sequence (P61981 whole entry, looked up): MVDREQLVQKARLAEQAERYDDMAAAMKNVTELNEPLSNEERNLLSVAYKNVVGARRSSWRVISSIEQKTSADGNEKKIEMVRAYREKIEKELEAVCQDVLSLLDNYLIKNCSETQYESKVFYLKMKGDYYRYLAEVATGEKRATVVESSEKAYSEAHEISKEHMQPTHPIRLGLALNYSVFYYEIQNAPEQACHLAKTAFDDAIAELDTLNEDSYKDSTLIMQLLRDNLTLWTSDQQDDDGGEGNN
Active calls of the source: *; & = joins results of further samples. Not all compounds are listed; rates above refer to the full screens.

SMILES	14-3-3 PPI
CC(=NCCC1=CCCCC1)c1c(O)[nH]c(=O)[nH]c1=O	-9
CCC(C)N1C(=O)NC(=O)C2(Cc3cc(C)ccc3N(C)C2)C1=O (stereo not drawn)	-9
Cc1ccc2cccc(OC(=O)N3CCCC3)c2n1	-1
CCCN1CCC[C@@H]2Cc3[nH]ncc3C[C@H]21	4&2
COc1ccc(C(=O)Nc2ccc(Cl)cc2C(=O)c2ccccc2)c(OC)c1	-4
NCCc1c[nH]c2ccc(OCCO)cc12	-9
C=CCN1C(=O)C2(C(C(=O)OCC)=C(N)OC3=C2C(=O)CCC3)c2ccccc21 (stereo not drawn)	2
CC12CN3CN(C1)CC(C)(C3)C2=O	-6
CCCc1c(C)c2cc3c(C)c(C)oc3cc2oc1=O	-7
NCCc1ccc(S(=O)(=O)F)cc1	-7
CCN(CC)c1ccc(CC2C(=O)N(C)C(=O)N(C)C2=O)cc1	-224
Clc1ccc(C(Cl)(Cl)Cl)cn1	-5
Cc1cccc(-n2c(C=Cc3ccc(F)cc3)nc3ccccc3c2=O)c1	-6
Cc1ccc2nc(-c3ccncc3)cc(C(=O)N3CCC4(CC3)OCCO4)c2c1	-13
C[C@H](N)CN1CCc2ccc(Br)cc21	-3
CCOC(=O)c1c(N)n(CCCOC(=O)c2ccco2)c2nc3ccccc3nc12	-7
CN1C(=O)CC(c2ccccc2)=Nc2ccccc21	-3
CCOC(=O)C(O)(c1ccc(NC(=O)c2ccco2)c(OC)c1)C(F)(F)F (stereo not drawn)	-10&1
CCN(CC)C(=O)N[C@@H]1C=C2c3cccc4[nH]cc(c34)C[C@H]2N(C)C1	-1
CC(C)(C)NCC(O)c1ccccc1Cl (stereo not drawn)	-2

Structures from the list above that have a halogen, in the order listed:
SMILES	14-3-3 PPI
COc1ccc(C(=O)Nc2ccc(Cl)cc2C(=O)c2ccccc2)c(OC)c1	-4
NCCc1ccc(S(=O)(=O)F)cc1	-7
Clc1ccc(C(Cl)(Cl)Cl)cn1	-5
Cc1cccc(-n2c(C=Cc3ccc(F)cc3)nc3ccccc3c2=O)c1	-6
C[C@H](N)CN1CCc2ccc(Br)cc21	-3
CCOC(=O)C(O)(c1ccc(NC(=O)c2ccco2)c(OC)c1)C(F)(F)F (stereo not drawn)	-10&1
CC(C)(C)NCC(O)c1ccccc1Cl (stereo not drawn)	-2

Of the compounds above, these have four or more nitrogen atoms.
SMILES	14-3-3 PPI
CCOC(=O)c1c(N)n(CCCOC(=O)c2ccco2)c2nc3ccccc3nc12	-7
CCN(CC)C(=O)N[C@@H]1C=C2c3cccc4[nH]cc(c34)C[C@H]2N(C)C1	-1

Next entries:
SMILES	14-3-3 PPI
Cc1nn(-c2ccccc2)c(Cl)c1C1C(C#N)=C(N)Oc2c1c(=O)oc1ccccc21 (stereo not drawn)	-10
Cc1nn(CCC#N)c2c1P(=S)(N1CCCC1)OC(c1ccc(F)cc1)=N2 (stereo not drawn)	-2
CCOC(=S)SCc1nc2ccccc2c(=O)n1-c1ccccc1	-56
Clc1ccc(C2N3CCCCN23)cc1 (stereo not drawn)	-4
CCOCCCNC(=O)C1c2cc(OC)c(OC)cc2C(=O)N2CCCCC12 (stereo not drawn)	-6
Cc1cc([N+](=O)[O-])nn1CC(=O)Nc1ccc(Cl)cc1C(=O)c1ccccc1	-5
Cc1[nH]c2c(ccc3c(C(F)(F)F)cc(=O)[nH]c32)c1C	-4
CCCN1CCC[C@@H](c2cccc(C#N)c2)C1	-5
Cc1cc(OCc2cccc(C(F)(F)F)c2)c2c3c(c(=O)oc2c1)CCC3	-6
CCN(CC)c1ccc(C=Nc2sc3c(c2C#N)C2CCN3CC2)c(O)c1	-130
CCCCCP(=O)(O)c1ccccc1	-5
Cc1ccc(S(=O)(=O)NC(CC(=O)N2CCC3(CC2)OCCO3)c2ccco2)cc1 (stereo not drawn)	-4
CCC(=O)C1C(=O)NC(=O)NC1=O	1
CC(C)NS(=O)(=O)c1ccc(OCC(=O)N2CCN(C)CC2)cc1	-2
CCN(CC)P(=O)(Oc1ccccc1)Oc1ccccc1	-7
CN1CCC(n2nccc2N)CC1	-4
CC1NCCc2c1[nH]c1ccccc21 (stereo not drawn)	-32
COCCOC(=O)C1=C(N)Oc2c(c(=O)oc3ccccc23)C1c1ccncc1 (stereo not drawn)	-7
CCC(N)C(=O)c1cccs1 (stereo not drawn)	-5
Cc1ccc2c(c1)C(c1ccccc1)NCC(=O)N2 (stereo not drawn)	-7

As entered above:
For 14-3-3 PPI, CC(C)NS(=O)(=O)c1ccc(OCC(=O)N2CCN(C)CC2)cc1 shows -2
For 14-3-3 PPI, Cc1ccc2c(c1)C(c1ccccc1)NCC(=O)N2 (stereo not drawn) shows -7

Following part:
SMILES	14-3-3 PPI
COc1cc(C2SCC(=O)Nc3c2c(C)nn3-c2ccccc2)cc(OC)c1OC (stereo not drawn)	-6
O=C1CC[C@@]2(O)C3Cc4ccc(O)c5c4C2(CCN3CC2CC2)[C@H]1O5 (stereo partly drawn)	-4
C(#CCN1CCCCC1)COCc1ccccc1	-13
Brc1ccc(C2C=C(c3cccnc3)Nc3ncnn32)cc1 (stereo not drawn)	-2
CCCCOc1ccc(CC2C(=O)N(C)C(=O)N(C)C2=O)cc1	3&3
COc1cc2c(cc1OC)C1(CCCC1)CNC2	-2
CCOC(=O)N(c1ccccc1)P1(=S)OCCO1	-2
COc1ccc(CCNCc2cc(OC)c3c(c2)OCO3)cc1	3
C=C1N2CCC(CC2)C1(O)c1ccccc1 (stereo not drawn)	-4
CN1CCN(c2ccc(C(N)=O)cc2N)CC1	-1
CCOC(=O)C1SC2(C(F)(F)F)CC1(O)c1c(C)cc(C)nc1O2 (stereo not drawn)	4
CC(C)c1ccc(O)c(CN2CCN(c3ccccc3)CC2)c1	-8
Cc1ccc2c(c1)CC1(CN2C)C(=O)NC(=O)N(c2cc(C)ccc2C)C1=O (stereo not drawn)	-2
OCC1(CO)COC(c2cccnc2)N1 (stereo not drawn)	-7
O=C(Nc1nc2ccc(Br)cc2s1)c1c(O)c2c(n(Cc3ccccc3)c1=O)CCCC2	-2
CC1N(O)C2CCCCCC2N1O (stereo not drawn)	-1
CC1(O)CCOCC1N1CCCCCC1 (stereo not drawn)	-2
Cc1cccc(-n2c(-c3ccco3)nc3ccccc3c2=O)c1	-22
COc1ccc(CCn2c(O)c(C=NC3CC3)c(=O)[nH]c2=O)cc1OC	-13
CC(=O)NC(C[P+](=O)[O-])C(=O)O (stereo not drawn)	-6
CN1CCN(C(=O)OC2c3nccnc3C(=O)N2c2ccc(Cl)cn2)CC1 (stereo not drawn)	0&6&2
OC12Oc3ccccc3C=C1N1CCC2CC1 (stereo not drawn)	-19
CCOc1ccc(-n2c(O)c(C=NCCN(CC)CC)c(=O)[nH]c2=O)cc1	-4
CCc1ccccc1NC(=O)C(CC)N1C(=O)CN=C(c2ccccc2)c2ccccc21 (stereo not drawn)	3
CN1C(=O)C(Cc2c[nH]c3ccccc23)C(=O)N(C)C1=O	82*
CC1Cc2cc3c(cc2C(c2ccc(N)cc2)=NN1)OCO3 (stereo not drawn)	-4
O=C(c1ccc(NCc2cccs2)c([N+](=O)[O-])c1)N1CC2CC(C1)c1cccc(=O)n1C2 (stereo not drawn)	-10
CC(C)c1ccc(OCC(=O)N2CCN(C)CC2)c(Br)c1	-1
COc1ccc(OCC(=O)N2CCN(Cc3c[nH]c4ccccc34)CC2)cc1	-5&1
CC(=O)OC1C2CCCC1C(N1CCCC1)CC2 (stereo not drawn)	-4
CC1CN(O)C2CCc3nonc3C12O (stereo not drawn)	-3
CC1CCCC(C2(O)C(=O)Nc3ccccc32)C1=O (stereo not drawn)	-1&-2
CCOC(=O)c1c(C)n(Cc2ccccc2)c2ccc(OC(=O)c3ccccc3F)cc12	-5
O=C(COc1ccccc1)N1CCN(Cc2c[nH]c3ccccc23)CC1	-1&-11
CCOC(=O)c1c(C)n(Cc2ccc(C(C)(C)C)cc2)c2ccc(O)cc12	1
CCOC(=O)C1=C(C)OC(N)=C(C(=O)OCC)C12C(=O)N(CC(N)=O)c1ccccc12 (stereo not drawn)	2
Cn1c[n+](C)cc1C(O)c1ccccc1 (stereo not drawn)	-3
O=C(NC(Cc1ccccc1)C(=O)N1CCC2(CC1)OCCO2)C1CCCCC1 (stereo not drawn)	-5
O=C(O)C1CCCCC1C(=O)N1CC2CC(C1)c1cccc(=O)n1C2 (stereo not drawn)	-12
c1ccc2nc(N3CCNCC3)ccc2c1	6

Laid out differently: 5 of the compounds above.
SMILES | 14-3-3 PPI
COc1ccc(OCC(=O)N2CCN(Cc3c[nH]c4ccccc34)CC2)cc1 | -5&1
Cc1ccc2cccc(OC(=O)N3CCCC3)c2n1 | -1
O=C(c1ccc(NCc2cccs2)c([N+](=O)[O-])c1)N1CC2CC(C1)c1cccc(=O)n1C2 (stereo not drawn) | -10
OCC1(CO)COC(c2cccnc2)N1 (stereo not drawn) | -7
CN1CCC(n2nccc2N)CC1 | -4

More records follow:
SMILES	14-3-3 PPI
O=C1NC(=O)C(CCc2ccncc2)(C2CCCCC2)C(=O)N1	-1
CCOC(=O)C1=C(N)Oc2cc(C)oc(=O)c2C12C(=O)N1c3c(cccc32)C(C)CC1(C)C (stereo not drawn)	-1
O=C(CCN1CCOCC1)OC1CC2CCC(C1)N2CCc1ccccc1 (stereo not drawn)	1
COc1ccccc1-n1c(C=Cc2ccccc2[N+](=O)[O-])nc2ccccc2c1=O	-6
CCCN(CCC)C(=O)c1ccc(N2CC3CC(C2)c2cccc(=O)n2C3)c([N+](=O)[O-])c1 (stereo not drawn)	-3
O=C1CC(N2CC=C(c3ccccc3)CC2)C(=O)N1c1ccc(F)cc1 (stereo not drawn)	-18
COc1ccc(OC)c([C@@H](O)[C@H](C)NC(C)(C)C)c1	-2
CC(C)N1CCC(c2ccccc2)C1 (stereo not drawn)	6
CCOP(=S)(OCC)SCSn1c(=O)oc2cc(Cl)ccc21	-4
CCOC(=O)C1C2NC(=S)N(c3ccccc3C)C1(C)Oc1ccc(Cl)cc12 (stereo not drawn)	-4
C[C@@H]1O[C@@H](O[C@H]2C[C@@H](O)[C@]3(CO)[C@H]4[C@H](O)C[C@]5(C)[C@@H](C6=CC(=O)OC6)CC[C@]5(O)[C@@H]4CC[C@]3(O)C2)[C@H](O)[C@H](O)[C@H]1O	5
CCOC(=O)C1=C(C)OC(N)=C(C(=O)OCC)C12C(=O)Nc1ccccc12 (stereo not drawn)	-14
CN1CCN(C(=O)COc2ccc3c(c2)C(=O)CC2(CCCCC2)O3)CC1	3
COC(=O)C(C)Oc1cc(C)cc2oc(=O)c3c(c12)CCCC3 (stereo not drawn)	-3
O=C(NCc1cccnc1)NC1CCCCC1	0
CC(C)N1CCN(C(=O)Cc2ccccc2)CC1	-3
CCOC(=O)C1C2NC(=S)N(c3ccccc3OC)C1(C)Oc1ccccc12 (stereo not drawn)	-7
Cc1c(C(=O)N(C)Cc2ccccc2)oc2ccc(S(=O)(=O)N3CC(C)CC(C)C3)cc12 (stereo not drawn)	3
Clc1ccc(C(c2ccc(Cl)cc2)n2cc[n+](CC(OCc3ccc(Cl)cc3Cl)c3ccc(Cl)cc3Cl)c2)cc1 (stereo not drawn)	-2
Cc1ccccc1N1C(=O)CC(=O)NC1=O	-9
CCOC(=O)C1=C(C)OC(N)=C(C(=O)OCC)C12C(=O)Nc1ccc(Br)cc12 (stereo not drawn)	-3
Cc1nonc1OCCNc1ccc([N+](=O)[O-])c2cccnc12	-5
CN1CCN(C(=O)Cc2c(C(=O)O)[nH]c3ccccc23)CC1	-6
COc1cccc(-n2c(C=Cc3ccccc3)nc3ccccc3c2=O)c1	-5
NCC#Cc1ccccc1	0
CCCNC(=O)c1c(N)n(Cc2ccc3c(c2)OCO3)c2nc3ccccc3nc12	-28
CC(C)(C)c1ccc(O)c(CN2CCN(c3ccccc3)CC2)c1	4
O=c1[nH]c(=O)n(CCC2=CCCCC2)c(O)c1C=NCCN1CCNCC1	-57
Cc1ccc(-n2c(C=Cc3cc(Br)cs3)nc3ccccc3c2=O)cc1C	6
O=C(Nc1ccc([N+](=O)[O-])c(Cl)c1)C1CC(=O)N(c2ccc(Br)cc2)C1 (stereo not drawn)	1
CN(C)[C@@H]1C(=O)C(C(N)=O)=C(O)[C@@]2(O)C(=O)C3=C(O)c4c(O)cccc4[C@@](C)(O)[C@H]3C[C@@H]12	-17
O=C1NC(c2cccnc2)Nc2sc3c(c21)CCCC3 (stereo not drawn)	-7
Cn1ccnc1P(=S)(c1nccn1C)c1nccn1C	-5
CCCCn1c(O)c(C(C)=NC(Cc2c[nH]c3ccccc23)C(=O)OC)c(=O)[nH]c1=O (stereo not drawn)	-3
Cn1c(SCc2nc3ccccc3c(=O)n2-c2ccccc2)nc2ccccc21	-26
O=C(CCN1C(=O)C2C3C=CC(C3)C2C1=O)N1CC2CC(C1)c1cccc(=O)n1C2 (stereo not drawn)	2
CCOC(=O)C1=C(N)OC(C)=C(C(=O)OC(C)(C)C)C12C(=O)N(CC(=O)OC)c1ccccc12 (stereo not drawn)	6
CCCCOc1ccc(CN2CCN(CCO)CC2)cc1	-8
CC(=NCC1CCCO1)c1c(O)n(C)c(=O)n(C)c1=O (stereo not drawn)	-6
CCOC(=O)C1CCN(c2ccc([N+](=O)[O-])cc2C(=O)c2ccc(Cl)cc2)CC1	20
O=C(C1CCC(=O)N1Cc1ccc(F)cc1)N1CCC2(CC1)OCCO2 (stereo not drawn)	-6
CCCC(C)C1(CC)C(=O)NC(=Nc2ccccc2OC)NC1=O (stereo not drawn)	-2
CC12CN3CC(C)(CN(C1)C31CCSCC1)C2=O	-1
Cn1c(=O)cc(OCC(=O)N2CCN(C3CCCCC3)CC2)c2ccccc21	2
COC(=O)CSC1=NP(=S)(SCC(=O)OC)N2CCCC2=C1C#N (stereo not drawn)	-6
O=C(O)c1nc(Cl)ccc1Cl	-10
O=C(c1ccc(Cl)cc1)C12CN3CN(CN(C3)C1)C2	-1
CCC(C)n1[nH]c(=O)c2c1NC(=O)CSC2c1ccc(OCc2ccccc2)cc1 (stereo not drawn)	2
